tuberculosis growth: growth inhibition of non-replicating M. tuberculosis (AID 488890); Mycobacterium tuberculosis non-replicating, growth inhibition; higher % means a stronger effect; inhibition, % at 25 µM, or IC50 in µM where a hit was titrated; 320,000 compounds, 0.39% hits; in the data active = a potency from the dose series; inconclusive = inhibition mostly from about 82% at the one dose, without a potency; inactive = the rest, 99 in 100 with inhibition below about 76%;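 also: plate controls were DMSO cells for no effect and high antibiotic wells for full effect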
H37Rv inhibition: M. tuberculosis growth inhibition, HTS (AID 449762) | 330,000 compounds, 0.59% hits | M. tuberculosis H37Rv growth inhibition, 7H9 media; higher % means a stronger effect | inhibition, % at 25 µM; hits with a dose series show IC50 in µM; in the data active = a potency from the dose series; inconclusive = inhibition above about 70% without an active follow-up result;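 also: bacterial growth assessed after seven days of incubation; strong numbers were not always called active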
VEEV TC-83 Vero: inhibitors of VEEV TC-83 cytopathic effect, confirmation, Vero cells (AID 588727). Vero cells, VEEV TC-83 cytopathic effect inhibition; higher % means a stronger effect. one-dose inhibition, % at 20 µM; IC50 in µM for titrated hits. 350,000 compounds, 0.13% hits; in the data active = a potency from the dose series; inconclusive = inhibition mostly from about 14% at the one dose, without a potency; inactive = the rest, 99 in 100 with inhibition below about 12%; also: strong numbers were not always called active
PhoP GFP inhibition: Inhibition of PhoP regulon, Salmonella typhi GFP reporter cells, confirmation, 4 h (AID 1850); Salmonella Typhi PhoP-promoter GFP reporter, fluorescence, 4 h; higher % means a stronger effect; inhibition, % at 50 µM, or IC50 in µM where a hit was titrated; 310,000 compounds, 0.33% hits; in the data active = a potency from the dose series; inconclusive = inhibition mostly from about 25% at the one dose, without a potency; inactive = the rest, 99 in 100 with inhibition below about 19%;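 also: 0% = induced wells with vehicle and 100% = uninduced wells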
influenza NS1A: H1N1 influenza NS1A inhibitors, functional cell based assay (AID 504329) | NS1A functional cell-based assay, percent inhibition; higher % means a stronger effect | 340,000 compounds, 0.3% hits | inhibition, % at 12.5 µM; hits with a dose series show IC50 in µM; in the data active = a potency from the dose series; inconclusive = inhibition above about 27% without an active follow-up result; also: strong numbers were not always called active
VEEV TC-83 Vero 10K pilot screen: further read-out of VEEV TC-83 Vero, marked with its call; inhibition, %; measured here: 10K pilot screen inhibition
Starred values were filed as active, the others as inactive; i = inactive; ? = inconclusive; · = not tested or not shown.

SMILES	tuberculosis growth	H37Rv inhibition	VEEV TC-83 Vero	PhoP GFP inhibition	influenza NS1A	others
COC(=O)C1=C(c2ccc(OC)c(OC)c2)C[C@@H]2CC[C@H]1N2C(=O)NCCOc1ccccc1Cl	7.4%	-13.8%	0.5%	·	-3.4%
CN(C)S(=O)(=O)n1cc(/C=C(\NC(=O)c2ccccc2)C(=O)NCCN2CCOCC2)c2ccccc21	10.5%	10.0%	2.5%	-16.5%	6.0%
Cc1ccccc1OCC(O)COc1ccccc1C	·	·	1.4%	·	-2.0%
COc1ccc(CNS(=O)(=O)c2c(C(=O)N3CCCCCC3)c(C)n(C)c2C)cc1	-6.2%	-6.1%	0.5%	-0.8%	-5.3%
Nc1cc(=O)[nH]c(SCC(=O)Nc2ccccc2Sc2ccccc2)n1	2.9%	0.6%	i	3.9%	3.2%
O/N=C/c1cc(Cl)ccc1OCc1ccccc1Cl	33.6%	-3.8%	4.1%	5.6%	-3.8%
CC(NC(=O)C(C)N1C(=O)c2ccccc2C1=O)c1ccccc1 (stereo unspecified)	-14.3%	2.6%	0.3%	4.9%	-2.3%
CC1C(=O)N2CCCc3cc(NC(=O)COc4ccccc4)cc1c32 (stereo unspecified)	60.3%	24.6%	9.6%	8.7%	-6.8%
O=C(COc1ccc(/C=N/NC(=O)c2ccccc2)cc1)Nc1ccc([N+](=O)[O-])cc1	-7.8%	8.6%	1.8%	2.5%	-0.3%
COc1ccc(-c2c3c(=O)n(C)c(=O)n(C)c3cn2NC(C)=O)cc1	4.9%	2.1%	6.3%	-1.5%	-1.0%
COc1ccc(CC(=O)N(Cc2ccccc2)C(C)C)cc1	-4.9%	-6.7%	i	-4.4%	-1.5%
OC1CCCCC1N1CCC(c2ccccc2)CC1 (stereo unspecified)	-1.5%	-3.5%	i	-1.9%	-0.8%

By substructure: the entries above with a Cl atom (two)
SMILES	tuberculosis growth	H37Rv inhibition	VEEV TC-83 Vero	PhoP GFP inhibition	influenza NS1A	others
COC(=O)C1=C(c2ccc(OC)c(OC)c2)C[C@@H]2CC[C@H]1N2C(=O)NCCOc1ccccc1Cl	7.4%	-13.8%	0.5%	·	-3.4%
O/N=C/c1cc(Cl)ccc1OCc1ccccc1Cl	33.6%	-3.8%	4.1%	5.6%	-3.8%

Next part.
SMILES	tuberculosis growth	H37Rv inhibition	VEEV TC-83 Vero	PhoP GFP inhibition	influenza NS1A	others
Cc1ccc(C(=O)Cn2nnc(-c3ccccc3)n2)cc1	78.6%	-6.3%	i	8.7%	-3.4%
O=[N+]([O-])c1ccc(OC(F)F)c(/C=N/n2cnnc2)c1	6.6%	2.6%	0.7%	4.4%	-4.8%
Cc1[nH][nH]c(=O)c1C=Nc1ccc(C(F)(F)F)cc1	-7.3%	-3.5%	0.5%	0.3%	-3.1%
Cc1cc(=O)oc2cc(OCC(=O)OCC(=O)Nc3ccc4ccccc4c3)ccc12	-9.8%	24.7%	1.2%	-7.1%	5.2%
O=C(CN1CCOCC1)Nc1ccc2c(c1)OCCO2	-2.1%	7.6%	10.2%	-1.1%	-24.1%
COc1ccc(CNC(=O)c2ccc(CNc3c(NC4CCCCC4)c(=O)c3=O)cc2)cc1	·	1.1%	0.7%	-3.7%	4.0%
O=C(COCc1cc(-c2ccc3c(c2)OCO3)on1)Nc1cccnc1Cl	?	?	1.6%	5.2%	10.8%
COc1ccc2nc(SCC(=O)N3CCCCC3)c(C#N)cc2c1	5.9%	6.0%	10.9%	-1.3%	-0.4%
O=C(O)c1cc(-c2ccc(-c3c(-c4ccc5c(c4)OCO5)noc3-c3ccsc3)cc2)nc2ccccc12	-2.7%	26.6%	2.8%	-1.7%	-3.2%
OCc1ccccc1O[C@@H]1O[C@H](CO)[C@@H](O)[C@H](O)[C@H]1O	-13.6%	-12.6%	0.0%	12.4%	3.5%
COc1ccc(OCC(=O)N(C)Cc2ccccc2)cc1	24.3%	-8.2%	0.4%	1.8%	2.4%
Nc1nc(-c2cccs2)c(CC(=O)O)s1	-4.1%	1.9%	1.5%	-4.9%	-3.6%

A stretch from further up, for reference:
SMILES	tuberculosis growth	H37Rv inhibition	VEEV TC-83 Vero	PhoP GFP inhibition	influenza NS1A	others
Cc1ccc(C(=O)Cn2nnc(-c3ccccc3)n2)cc1	78.6%	-6.3%	i	8.7%	-3.4%
O=[N+]([O-])c1ccc(OC(F)F)c(/C=N/n2cnnc2)c1	6.6%	2.6%	0.7%	4.4%	-4.8%

Remaining list, next part:
SMILES	tuberculosis growth	H37Rv inhibition	VEEV TC-83 Vero	PhoP GFP inhibition	influenza NS1A	others
Cc1cc(C(=O)COC(=O)c2cccc(S(=O)(=O)N(C)C)c2)c(C)n1CC1CCCO1 (stereo unspecified)	·	·	2.9%	·	-3.7%
COc1ccc(OC)c(NC(=O)COC(=O)Cc2ccc(-c3ccccc3)cc2)c1	?	44.2%	0.6%	-2.1%	1.1%
Cc1ccc(-n2cnnn2)cc1Cl	4.1%	9.7%	1.1%	-13.1%	2.2%
N/C(Cc1ccc([N+](=O)[O-])cc1)=N\OC(=O)COc1ccccc1Cl	39.9%	8.4%	1.9%	-2.9%	3.0%
O=C(c1ccccc1Cl)c1c(O)c2ccccc2oc1=O	8.6%	-1.8%	1.7%	-4.2%	-10.6%
CCOc1ccc(OCC(=O)Nc2ccc(OC)cc2)cc1	i	?	0.4%	-11.0%	16.6%
CN(C)c1ccc(/C=C/C#N)cc1	9.5%	-1.6%	i	3.7%	3.5%
CCCN(CC(=O)Nc1ccc(F)c(F)c1F)C(=O)CCc1nc2ccccc2c(=O)[nH]1	13.3%	3.2%	i	0.6%	-11.6%
CCCc1[nH]nc2c1C(c1ccc(OC(=O)c3ccco3)cc1)C(C#N)=C(N)O2 (stereo unspecified)	18.3%	1.6%	0.3%	2.2%	0.9%
CCn1cc(CN2CCN(Cc3ccc(OC)c(C)c3C)C(CCO)C2)c(C)n1 (stereo unspecified)	-4.6%	-1.4%	i	2.4%	-4.0%
O=C(C1CCC(Cn2c(=S)[nH]c3ccccc3c2=O)CC1)N1CCN(c2ccccc2)CC1 (stereo unspecified)	42.4%	?	5.9%	3.4%	0.3%	VEEV TC-83 Vero 10K pilot screen=5.1
CCC(C)(C)n1nnnc1C(c1cccnc1)N1CCCC(C)C1 (stereo unspecified)	-0.8%	5.6%	0.1%	-7.0%	-4.5%

Gathered by group, the entries above containing an aryl thioether with sulfur outside any ring (2)
SMILES	tuberculosis growth	H37Rv inhibition	VEEV TC-83 Vero	PhoP GFP inhibition	influenza NS1A	others
Nc1cc(=O)[nH]c(SCC(=O)Nc2ccccc2Sc2ccccc2)n1	2.9%	0.6%	i	3.9%	3.2%
COc1ccc2nc(SCC(=O)N3CCCCC3)c(C#N)cc2c1	5.9%	6.0%	10.9%	-1.3%	-0.4%

Following part.
SMILES	tuberculosis growth	H37Rv inhibition	VEEV TC-83 Vero	PhoP GFP inhibition	influenza NS1A	others
CCNC(=S)N1CCC(n2cnc3ccccc32)CC1	1.0%	4.8%	0.8%	5.4%	-7.7%
Cn1c(=O)c(C=Nc2ccccc2)c(O)c2ccccc21	34.9%	8.8%	·	16.6%	·
CCN(CC)CCNC(=O)c1cc2c(=O)n(C)c3ccccc3c2n1C	-25.9%	-5.2%	0.9%	1.8%	2.7%
CCOc1ccc(/C=N/NC(=O)Cc2csc(Nc3cccc(C(F)(F)F)c3)n2)c(OCC)c1	?	-4.5%	8.0%	-4.9%	-7.7%
CCn1nnc(NC(=O)c2sc3ccccc3c2Cl)n1	i	?	1.1%	-2.9%	-6.8%	VEEV TC-83 Vero 10K pilot screen=6.3
COc1ccc(NC(=O)CN(C)C(=O)c2ccc(=O)[nH]c2)cc1	37.3%	-9.5%	i	5.6%	-1.6%
Cc1ccccc1-n1c(=O)c2ccccc2n2cnnc12	-1.1%	1.4%	i	3.6%	-1.6%
CCN(CC)C(=O)c1[nH]cnc1C(=O)N[C@@H](CCCCNC(=O)OC(C)(C)C)C(=O)OC(C)(C)C	26.8%	-4.1%	1.5%	11.2%	2.7%	VEEV TC-83 Vero 10K pilot screen=1.6
C=CCN(CC=C)C(=O)COC(=O)c1ccc(Sc2ncn[nH]2)c([N+](=O)[O-])c1	·	5.8%	0.6%	1.6%	-9.6%
COc1ccc(C2C(C(=O)NCc3ccccc3)=C(C)Nc3ncnn32)cc1OC (stereo unspecified)	3.1%	6.9%	1.5%	-30.0%	5.4%	VEEV TC-83 Vero 10K pilot screen=0.4
Cc1cccc(N2CCN(S(=O)(=O)c3cccc4nonc34)CC2C)c1 (stereo unspecified)	18.6%	-5.3%	2.7%	7.3%	1.5%
COc1cc(C(c2nnnn2C(C)(C)C)N2CCN(C)CC2)cc(OC)c1OC (stereo unspecified)	-16.3%	2.1%	0.8%	3.4%	4.3%
CCOc1ccc(-c2noc(-c3ccncc3)n2)cc1OCC	14.8%	16.6%	9.5%	-5.9%	4.2%
O=C(Oc1ccc(/C=N/NC(=O)c2ccccn2)cc1)c1cccc(F)c1	?	58.7%	3.1%	1.3%	-0.9%
COc1cc(/C=N/NC(=O)c2cccs2)ccc1O	78.7%	-5.7%	i	4.3%	9.7%
Cn1nc(C(=O)OCC(=O)Nc2ccc(S(N)(=O)=O)cc2)c2ccccc2c1=O	2.8%	3.6%	0.1%	14.2%	-3.8%
Cc1ccc(O)c(N=Nc2ccc(S(=O)(=O)N3CCCC3)cc2)c1	20.4%	-2.5%	2.2%	-8.2%	14.5%
Cc1cc(C(=O)N/N=C/c2cc([N+](=O)[O-])ccc2O)c2ccccc2n1	38.9%	-3.3%	7.4%	-10.1%	5.29µM*
O=C(CN1CCN(Cc2ccccc2)CC1)Nc1nnc(C(F)(F)F)s1	?	3.3%	0.3%	-4.5%	-5.9%
Cc1c(Cl)c(C(=O)NC2CCCC2)nn1C	-12.5%	-4.8%	0.5%	6.8%	-4.9%
O=C(NCc1ccccn1)c1ccc(NS(=O)(=O)c2ccccc2)cc1	-8.4%	-5.8%	4.0%	-18.3%	-11.1%
O=C(O)CCc1ccc(S(=O)(=O)Nc2ccccc2N2CCCCC2)cc1	-6.6%	6.0%	1.7%	·	-16.0%
O=C(NC1CCCC1)c1ccc(S(=O)(=O)N2CCCC2)cc1	1.4%	-3.7%	0.3%	0.9%	4.3%
COc1cccc(/C=C2\CCc3ccccc3C2=O)c1	45.4%	8.2%	0.4%	-7.2%	0.5%

An excerpt from above in order of number of heavy atoms, high to low:
SMILES	tuberculosis growth	H37Rv inhibition	VEEV TC-83 Vero	PhoP GFP inhibition	influenza NS1A	others
O=C(O)CCc1ccc(S(=O)(=O)Nc2ccccc2N2CCCCC2)cc1	-6.6%	6.0%	1.7%	·	-16.0%
O=C(CN1CCN(Cc2ccccc2)CC1)Nc1nnc(C(F)(F)F)s1	?	3.3%	0.3%	-4.5%	-5.9%
O=C(NC1CCCC1)c1ccc(S(=O)(=O)N2CCCC2)cc1	1.4%	-3.7%	0.3%	0.9%	4.3%
Cc1c(Cl)c(C(=O)NC2CCCC2)nn1C	-12.5%	-4.8%	0.5%	6.8%	-4.9%

(cont.)
SMILES	tuberculosis growth	H37Rv inhibition	VEEV TC-83 Vero	PhoP GFP inhibition	influenza NS1A	others
O=C(CSC1CCCCC1)N1CCN(c2ccccc2)CC1	62.4%	-6.8%	i	0.7%	5.9%
O=C(c1nc2ccc(Cl)cn2c1CN1CCCC(CO)C1)N1CCc2ccccc2C1 (stereo unspecified)	0.7%	-1.5%	6.7%	-2.5%	-6.6%
CC(C)(C)c1ccc(C(=O)Nc2cccc([N+](=O)[O-])c2)cc1	57.5%	0.2%	i	-3.6%	1.1%
CCCN(CCC)S(=O)(=O)c1ccc(C(=O)Nc2cccnc2)cc1	3.5%	-11.4%	0.9%	1.7%	-2.5%
C=CCn1c(SCC(N)=O)nc2sc3c(c2c1=O)CCC3	10.7%	-6.0%	1.1%	-5.5%	-3.5%
CC(C)OC(=O)CSc1nnc(-c2ccccn2)n1N	-5.0%	-3.8%	0.5%	0.0%	·
C=CCn1c(O)c(N=NC(=O)CNC(=O)c2cccs2)c2ccccc21	-13.0%	2.2%	0.2%	-8.1%	1.8%
CCN(c1ccc(OC)cc1)S(=O)(=O)c1csc(C(N)=O)c1	-17.1%	3.3%	0.7%	-5.0%	-0.1%
CCc1ccc(-c2nn(-c3ccccc3C)cc2C(=O)N2CCN(C3CCS(=O)(=O)C3)CC2)cc1 (stereo unspecified)	1.5%	-2.1%	i	·	-19.7%
